# Screens: PubChem BioAssay, several laboratories
# TPT1 inh: Candida albicans TPT1 enzyme inhibitors, primary screen, biochemical, fluorescence polarization; tRNA 2'-phosphotransferase TPT1 (Candida albicans SC5314); recombinant caTPT1, FP RNA substrate dephosphorylation; inhibition, % at 5 µM; actives 0.81% (n = 300,000);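 active means inhibition above the mean of all tested compounds plus 3 SD, set per screening campaign, cut at about 24% in these data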;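 further: plate controls were DMSO alone for no effect and ferristatin control at 100 nM for full effect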
# PREPL inh: PREPL enzyme inhibitors, primary screen, biochemical, fluorescence polarization; recombinant PREPL, fluorescence polarization activity-based probe; inhibition, % at 5.96 µM; actives 0.68% (n = 320,000); AID 2751, 2010; in the data active means inhibition above about 43%;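 further: 0% = enzyme with DMSO and 100% = wells lacking enzyme; many of its hits are not listed in these tables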
# Target sequence (Q4J6C6 whole entry, looked up): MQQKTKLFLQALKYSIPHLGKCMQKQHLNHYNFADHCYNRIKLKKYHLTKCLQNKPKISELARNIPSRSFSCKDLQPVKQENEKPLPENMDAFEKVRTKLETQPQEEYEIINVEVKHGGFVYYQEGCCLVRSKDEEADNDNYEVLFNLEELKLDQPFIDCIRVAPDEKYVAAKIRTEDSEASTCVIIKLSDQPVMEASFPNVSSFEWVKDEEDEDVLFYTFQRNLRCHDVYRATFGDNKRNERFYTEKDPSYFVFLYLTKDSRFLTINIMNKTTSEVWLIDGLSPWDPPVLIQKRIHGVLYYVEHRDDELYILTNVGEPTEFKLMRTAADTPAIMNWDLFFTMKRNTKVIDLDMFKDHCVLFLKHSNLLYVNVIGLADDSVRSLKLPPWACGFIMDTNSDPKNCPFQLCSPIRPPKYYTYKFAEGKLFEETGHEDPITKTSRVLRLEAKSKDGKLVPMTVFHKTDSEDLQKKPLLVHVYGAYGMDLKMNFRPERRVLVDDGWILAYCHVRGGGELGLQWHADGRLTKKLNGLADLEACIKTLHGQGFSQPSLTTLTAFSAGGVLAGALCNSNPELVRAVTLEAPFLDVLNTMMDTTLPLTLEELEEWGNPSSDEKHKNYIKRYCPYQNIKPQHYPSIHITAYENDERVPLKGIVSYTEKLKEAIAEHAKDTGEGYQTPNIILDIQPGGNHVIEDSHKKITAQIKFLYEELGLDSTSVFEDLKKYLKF
# ZTA counter: blocks Epstein-Barr virus ZTA, an EBNA-1 counter-screen; P03206; ZTA-DNA binding, fluorescence polarization; inhibition, % at 11 µM; actives 0.15% (n = 320,000); in the data active means inhibition above about 33%
# Target sequence (P03206 whole entry, looked up): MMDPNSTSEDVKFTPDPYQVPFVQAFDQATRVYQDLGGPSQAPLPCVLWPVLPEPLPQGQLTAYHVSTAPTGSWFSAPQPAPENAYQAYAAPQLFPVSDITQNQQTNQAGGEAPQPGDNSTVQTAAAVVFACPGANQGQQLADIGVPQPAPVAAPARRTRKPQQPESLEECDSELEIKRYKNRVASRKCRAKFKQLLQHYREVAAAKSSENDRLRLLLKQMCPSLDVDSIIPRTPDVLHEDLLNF
# PP1 inh: PP1-alpha phosphatase inhibitors, primary screen, counter-screen for PP5 inhibitor project, biochemical, fluorescence, OMFP substrate, single point; Serine/threonine-protein phosphatase PP1-alpha catalytic subunit (Homo sapiens), P62136; purified PP1alpha; inhibition, % at 6.7 µM; actives 0.9% (n = 320,000); AID 2235, 2010;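 active means inhibition above the mean inhibition of all tested compounds plus 3 SD, computed separately for each screening campaign, cut at about 15% in these data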
# CTSL1 counter: Fasciola hepatica cathepsin L1 inhibitors, primary screen, counter-screen for PFM18AAP inhibitor project, biochemical, QFRET, fluorogenic peptide substrate; actives 0.49% (n = 300,000); recombinant F. hepatica cathepsin L1, Z-Leu-Arg-MCA fluorescence; inhibition, % at 5.96 µM;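 active means inhibition above the mean of all tested compounds plus 3 SD, set per screening campaign, cut at about 17% in these data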;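 further: 0% = plate median of test compound wells and 100% = 1 µM Z-Phe-Ala-diazomethylketone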
# PP5 inh: PP5 phosphatase inhibitors, primary screen, biochemical, fluorescence; AID 1987, 2009; purified PP5c, OMFP substrate fluorescence; Serine/threonine-protein phosphatase 5 (Homo sapiens), P53041; actives 0.18% (n = 320,000); inhibition, % at 6.7 µM;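 active means inhibition above the campaign's mean inhibition across all tested compounds plus 3 SD, cut at about 9.5% in these data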;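 further: 0% = DMSO only and 100% = 100 µM cantharidin control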
# HCV core dimer: inhibitors of HCV core protein dimerization, primary screen, biochemical, TR-FRET, high-throughput | TR-FRET GST/Flag-core106 dimerization, 1536-well | inhibition, % at 5 µM | actives 0.33% (n = 300,000) | AID 1899, 2009;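 active means inhibition above the mean of all tested compounds plus 3 SD, set per screening campaign, cut at about 45% in these data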
#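 System: GST/Flag-tagged HCV core106 proteins. Incubation: compound-protein-antibody incubation 4 h at 22.5 °C. Technique: HTRF with 340 nm excitation, 617/671 nm emission. Medium: KF-containing HEPES buffer, pH 7.45, DTT, CHAPS, BSA. Read-out: inhibition (%) from 671 over 617 nm ratio. Also added: Eu(K)-anti-GST 90 ng/mL plus XL665-anti-Flag 1 µg/mL.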
# EBNA-1 inhibitor: EBNA-1 DNA-binding inhibitors, primary screen, biochemical, fluorescence polarization. inhibition, % at 14.8 µM. actives 0.34% (n = 300,000); in the data active means inhibition above about 28%
# Efflux pump mplx: inhibitors of Candida efflux pumps in yeast, primary screen, S. cerevisiae, Nile Red, multiplex; S. cerevisiae Candida pump triplex; inhibition, % at 10 µM; actives 0.44% (n = 330,000);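 active means plate passing quality check with inhibition over a set limit, or well fluorescence over plate mean plus 4 SD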;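 further: Nile Red retained in pooled yeast measured as flow cytometry median fluorescence; 0% = buffer negative control and 100% = Enniatin B positive control; higher means more Nile Red kept so more efflux inhibition; some compounds called inactive have numbers as strong as hits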
# The depositor's hits bear a star; . = no result given. Some of the compounds tested; rates above refer to the full screens.
entry	Molecule	TPT1 inh	PREPL inh	ZTA counter	PP1 inh	CTSL1 counter	PP5 inh	HCV core dimer	EBNA-1 inhibitor	Efflux pump mplx
1	O=C(Nc1ccc2c(c1)C(=O)NC2=O)c1ccccc1Cl	-5	2	8	-5	0	-1.9	22	1	-0.3
2	CC(=O)c1ccc(-c2cccs2)s1	3	-9	3	2	-3	1.9	4	0	-0.1
3	CC(C)(C)c1cc(/C=N/O)cc(C(C)(C)C)c1O	-4	5	18	8	0	1.1	-6	3	0.2
4	CCN1C(=O)[C@H]2[C@@H](c3ccc(-c4ccc(F)cc4)cc3)N[C@@](Cc3ccccc3)(C(=O)OC)[C@H]2C1=O	-2	7	1	4	2	3.8	18	0	0.1
5	COc1ccc(/C=C(\NC(=O)c2ccc(OCC(C)C)cc2)C(=O)OCc2ccco2)cc1	6	-1	1	12	0	0.7	16	4	0.0
6	CC1CC(C)CN(C(=O)Cn2c(=O)c3cccn3c3cccnc32)C1 (centres undefined)	0	11	-6	-3	3	2.5	-2	-18	0.4
7	Cc1csc(NS(=O)(=O)c2cccc([N+](=O)[O-])c2)n1	-5	14	3	0	4	3.0	-1	-15	0.1
8	O=c1oc2ccccc2cc1-c1ccccc1	0	-13	-1	-1	0	1.2	0	0	0.1
9	CCOc1ncnc2c1[nH]c1ccccc12	-1	-4	-7	-2	1	4.0	-1	-11	0.0
10	CCOc1ccccc1NC(=O)COC(=O)CC(C)(C)CC1=NS(=O)(=O)c2ccccc2N1	0	-3	14	0	3	-1.2	-3	3	-0.1
11	COC(=O)c1cc(OC)c(OC)cc1NC(=O)c1cc(C(C)(C)C)oc1C	-1	3	22	0	-1	1.7	2	1	0.1
12	COC(=O)c1ccc(C2C(C(=O)c3cc4ccccc4o3)=C(O)C(=O)N2c2cc(C)on2)cc1 (centres undefined)	44*	24	11	27*	-1	-3.6	33	-4	-0.1
13	COC(=O)C1=C(C)NC2=C(C(=O)CC(c3cccs3)C2)C1c1ccsc1 (centres undefined)	-1	15	2	1	0	2.2	0	5	0.0
14	CCCn1c(=O)n(C)c(=O)c2c(SCc3cc(C(C)=O)ccc3OCC)nc(C3CC3)nc21	7	12	21	2	-3	0.4	11	3	0.5
15	C=CCN(C(=O)c1csnn1)C(C(=O)NCc1ccc(F)cc1)c1ccc(F)cc1 (centres undefined)	0	-1	-17	0	-2	4.7	-3	-17	-0.1
16	Cc1cc(-c2ccccc2)nc(SCC(=O)c2cccc([N+](=O)[O-])c2)n1	1	12	-15	7	-1	2.5	7	-3	-0.1

# Profiles, quoted from the list:
# Results for COC(=O)c1cc(OC)c(OC)cc1NC(=O)c1cc(C(C)(C)C)oc1C = TPT1 inh = -1; PREPL inh = 3; ZTA counter = 22; PP1 inh = 0; CTSL1 counter = -1; PP5 inh = 1.7; HCV core dimer = 2; EBNA-1 inhibitor = 1; Efflux pump mplx = 0.1
# Results for CCOc1ccccc1NC(=O)COC(=O)CC(C)(C)CC1=NS(=O)(=O)c2ccccc2N1 = TPT1 inh = 0; PREPL inh = -3; ZTA counter = 14; PP1 inh = 0; CTSL1 counter = 3; PP5 inh = -1.2; HCV core dimer = -3; EBNA-1 inhibitor = 3; Efflux pump mplx = -0.1

# The listing continues:
entry	Molecule	TPT1 inh	PREPL inh	ZTA counter	PP1 inh	CTSL1 counter	PP5 inh	HCV core dimer	EBNA-1 inhibitor	Efflux pump mplx
17	COc1ccc(C(C(=O)NC(C)C)N(C(=O)CCC(=O)Nc2nccs2)c2ccccc2F)cc1 (centres undefined)	-3	-1	-12	-6	-7	2.3	9	-6	0.1
18	COc1ccc(/C(C)=N/NC(=O)c2ccc3nc[nH]c3c2)cc1	-4	1	-13	1	0	-0.6	-1	-4	-0.2
19	COc1cc(/C=N/NC(=O)c2cccs2)ccc1OCc1ccccc1	1	28	6	4	10	3.7	3	9	0.0
20	COC(CNC(=O)C(=O)NCC1OCCN1C(=O)c1ccc(Cl)cc1)OC (centres undefined)	0	4	-10	0	0	1.2	-15	-11	-0.1
21	CN(C)c1nc(-c2cccs2)cc(C(F)(F)F)c1C#N	0	-4	-7	-2	0	0.7	3	-13	0.1
22	CC(=O)Oc1c(S(=O)(=O)c2ccc(C)cc2)c(C)nn1-c1ccccc1	-4	-5	11	4	-4	-0.5	-4	-1	-0.1
23	CCOC(=O)NN1C(=O)c2ccccc2NC1(C)C	-1	-2	8	2	2	-1.3	1	-4	0.0
24	COc1ccc(C(CNC(=O)c2ccco2)N2CCCC2)cc1 (centres undefined)	.	0	-2	0	.	0.9	.	.	0.0
25	Cc1ccc(NC(=O)c2ccccc2[N+](=O)[O-])nc1	-4	-8	-4	0	-3	0.6	-4	-9	0.1
26	CC(C)(C)c1ccc(C(=O)N2CCNCC2)cc1	-1	-8	5	-1	1	-0.7	4	-2	0.0
27	Cc1cc(C(=O)CSc2nncs2)c(C)n1-c1c(C)n(C)n(-c2ccccc2)c1=O	-3	-5	-11	-2	3	0.1	0	-8	0.1
28	Cc1nnc(NC(=O)CN2CCN(Cc3ccccc3Cl)CC2)s1	-3	4	-3	1	0	-1.5	17	-4	0.0
29	COc1cc(CN2CCC(C(=O)NC3CCCC3)CC2)cc(Br)c1O	0	-5	14	1	-2	1.9	2	6	0.2
30	O=[N+]([O-])c1ccc(Cl)c(S(=O)(=O)N2CCCCCC2)c1	-1	7	-1	-2	-9	3.4	-2	9	0.1
31	Cc1nc(N2CCN(c3ccccn3)CC2)c2c(C)c(C(=O)Nc3c(C)cc(Br)cc3C)sc2n1	-1	18	-2	-1	19*	1.5	-12	0	0.2
32	NC1=C([N+](=O)[O-])C(c2ccc3c(c2)OCO3)C2=C(CCCC2=O)O1 (centres undefined)	-3	1	-5	-1	-1	-2.3	5	4	0.0
33	CN(C(=O)Cc1csc(-c2ccccc2)n1)c1c(N)n(Cc2ccccc2)c(=O)[nH]c1=O	1	0	13	-4	-1	-0.6	2	10	0.0
34	COc1ccc(-c2c(C)n([O-])c(C)c(C)[n+]2=O)cc1	-1	-2	17	4	-1	3.0	4	3	0.1
35	COc1ccc(N2CCN(Cc3cc(=O)oc4ccc5ccccc5c34)CC2)cc1	-1	25	4	-3	3	0.9	24	-4	0.2
36	O=c1cc[nH]c2ccc(Cl)cc12	2	-4	1	0	-1	0.3	0	5	0.1
37	O=C(CN1CCCCC1)N1c2ccccc2Sc2ccc(C(F)(F)F)cc21	2	3	15	1	-1	5.6	0	-8	0.0
38	CC1CCN(Cc2cc(=O)oc3cc4c(cc23)CCCC4)CC1	-5	29	0	-3	0	3.5	2	-8	0.0
39	O=C(NC1CCCCC1NC(=O)c1ccco1)c1ccco1 (centres undefined)	-2	-4	-3	0	-1	2.4	-6	-10	0.0
40	CC1CCCC(C)N1CC(O)COCC1COc2ccccc2O1 (centres undefined)	2	19	-6	-7	-2	2.0	-5	-7	0.3
41	O=S(=O)(c1ccc(Br)cc1Cl)N1CCN(CCO)CC1	-6	-4	3	-3	-5	1.5	-5	2	-0.3
42	Cc1ccccc1Nc1nc(N)nc(COC(=O)C(NC(=O)c2ccco2)C(C)C)n1 (centres undefined)	1	16	0	-5	-5	2.8	0	-3	-0.3
43	COc1ccc(CCNC(=O)Cn2cc(C(F)(F)F)cc(Cl)c2=O)cc1OC	-3	-2	9	1	-3	2.8	4	2	0.0
44	Cn1ccnc1C(=O)Cc1ccc([N+](=O)[O-])cc1	-1	3	11	-4	7	-0.7	4	5	0.0
45	Cc1ccc(S(=O)(=O)NC(=O)c2cc(C)n(C3CC3)c2C)cc1	1	2	-14	0	-1	-1.3	-5	2	0.0
46	Cc1ccc(Cl)cc1NC(=O)CN1CCOCC1	-3	-2	9	0	1	-2.4	1	13	-0.1
47	C[n+]1ccccc1C1CCCC/C1=N\Nc1ccc([N+](=O)[O-])cc1[N+](=O)[O-] (centres undefined)	0	24	0	-2	5	0.6	-2	-13	0.0
48	CC(C)CSc1nnc2c(n1)[nH]c1ccccc12	-3	3	1	0	0	2.1	10	3	-0.1
49	Nc1ccc2nc(-c3ccccn3)[nH]c2c1	-4	32	8	6	4	-2.0	19	1	-0.1
50	CC(=O)c1ccc(N2CCN(C(=O)CCNC(=O)Cn3ccc4ccccc4c3=O)CC2)cc1	2	7	12	0	3	0.5	-6	-16	-0.1
51	O=C(Cn1nnc(-c2ccccc2F)n1)Nc1ccc2c(c1)OCO2	-1	6	5	-6	-1	-2.0	0	11	0.2
52	COc1ccc(C(=O)n2nc(-c3ccc(C)cc3)nc2N)cc1OC	-4	4	-8	1	2	-1.2	0	1	-0.1
53	O=C(O)c1nn(CC(=O)N2CCN(c3ccccc3)CC2)c(=O)c2ccccc12	0	12	-9	0	0	2.6	3	6	-0.3
54	COc1ccc(Cn2c(C)c(C)c(C#N)c2NC(=O)Nc2cccc(Cl)c2)cc1	5	6	-4	-4	3	-0.1	9	7	0.1
55	COCCN1CCN(C(=O)C2CCC(=O)N(CCc3ccc(Cl)cc3)C2)CC1 (centres undefined)	-2	10	-11	-4	4	-2.9	-1	12	0.1
56	CC1CCCCC12NC(=O)N(CC(=O)N1CCN(C(=O)c3ccco3)CC1)C2=O (centres undefined)	.	10	-9	1	.	3.8	.	.	-0.1
57	COc1ccccc1/C=C/c1nc(C#N)c(N(C)C)o1	2	1	12	0	5	-0.6	-4	10	-0.1
58	O=C(NNC(=S)NC(=O)c1ccc(F)cc1)c1cccnc1	-3	-4	6	-5	3	3.7	0	0	0.1
59	CN(C)S(=O)(=O)c1ccc(NC(=O)N2CCOCC2)cc1	1	11	-3	-10	-1	-5.3	6	-14	0.1
60	COc1ccccc1NC(=O)CCc1c(C)[nH]c(=O)c(C#N)c1C	-1	9	-27	4	10	-7.1	2	-11	-0.2
61	CCN(CC)Cc1c(C(=O)N/N=C/c2ccccn2)nnn1-c1nonc1N	1	14	-1	-11	-3	-1.5	0	-6	0.1
62	Cc1ccc(Nc2nc(Cl)c(C=O)s2)cc1Cl	13	-11	-8	3	-2	0.3	17	1	0.2
63	O=C(Nc1ccccc1-c1ccccc1)C1CCCN(c2ncccn2)C1 (centres undefined)	-2	10	-1	-4	0	2.9	-3	-4	0.4
64	COc1ccc(CN(C(=O)c2cnccn2)C(C(=O)NC(C)(C)C)c2cc(OC)c(OC)c(OC)c2)cc1 (centres undefined)	5	3	-2	1	-1	0.6	-3	7	0.0
65	OCC1CCCCN1CC(O)COC(c1ccc(F)cc1)c1ccc(F)cc1 (centres undefined)	2	11	-13	-4	2	-1.6	-4	-4	0.2
66	Cc1cc(C(F)(F)F)nn1Cc1ccc(C(=O)NCc2ccco2)o1	1	-13	21	6	-4	-0.5	4	4	-0.1
67	NS(=O)(=O)c1ccc(CCNC(=O)c2ccco2)cc1	0	3	-10	14	7	-0.6	-4	1	0.2
68	O=C(OCc1cncs1)c1cccs1	-1	1	-3	-4	1	2.0	-3	-8	0.0
69	CC(NC(=O)C1CCC(CNc2c(N3CCOCC3)c(=O)c2=O)CC1)c1ccccc1 (centres undefined)	0	2	-3	-2	-3	1.3	-17	8	-0.6
70	COC(=O)c1cc(S(=O)(=O)NCCc2ccc(C)cc2)c[nH]1	-3	-26	-12	0	14	1.9	4	-7	0.0
71	COc1ccc(NC(=O)c2ccccc2-c2ccc(C(F)(F)F)cc2)cc1S(=O)(=O)N1CCOCC1	2	6	-5	1	4	0.5	0	-5	0.6
